Screening data from PubChem BioAssay.
Luciferase inh = Photinus pyralis luciferase inhibition; P08659; 76,000 tested, 2.5% active; Potency, µM (titrated, usually from 115 µM), for inactives: top-dose activity change, negative = inhibition, most hits filed as inhibitors; purified P. pyralis luciferase, luminescence, biochemical; also: potency is read from the fitted curve at half-maximal effect; nearly all actives have a fitted effect of over 65% in size
Target sequence (P08659 whole entry, looked up): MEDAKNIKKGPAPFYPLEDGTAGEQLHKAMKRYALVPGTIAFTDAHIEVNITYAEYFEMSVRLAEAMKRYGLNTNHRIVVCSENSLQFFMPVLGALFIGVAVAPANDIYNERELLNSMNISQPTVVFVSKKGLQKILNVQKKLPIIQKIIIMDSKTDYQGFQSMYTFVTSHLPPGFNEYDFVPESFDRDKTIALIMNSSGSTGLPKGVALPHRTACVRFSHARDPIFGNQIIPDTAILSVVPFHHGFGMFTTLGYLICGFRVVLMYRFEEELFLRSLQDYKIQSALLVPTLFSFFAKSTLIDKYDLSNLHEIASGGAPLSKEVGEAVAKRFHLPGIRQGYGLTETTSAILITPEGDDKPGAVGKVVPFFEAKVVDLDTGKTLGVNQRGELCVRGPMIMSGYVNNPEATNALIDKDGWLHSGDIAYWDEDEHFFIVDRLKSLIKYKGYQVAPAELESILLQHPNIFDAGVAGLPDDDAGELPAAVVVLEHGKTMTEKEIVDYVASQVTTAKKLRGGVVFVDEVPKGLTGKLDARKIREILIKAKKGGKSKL
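FLuc 10nM, D-luciferin 10uM, ATP 10uM, Mg acetate 10mM, Tris acetate pH 7.5, Tween/BSA; cpd qHTS; enzyme added last; CCD luminescence.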
HEK293 tox = cytotoxic compounds in HEK 293 cells | AID 1345083 | HEK 293 viability, ATP luminescence (CellTiter-Glo), 48-72 h | 94,000 tested, 6.6% active | Potency, µM (highest dose often 115 µM), inactives show at the top dose activity change, negative = cytotoxicity, hits mostly inhibitors; also: potency is read from the fitted curve at half-maximal effect; nearly all actives have a fitted effect of over 60% in size
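CellTiter-Glo luminescence (cellular ATP) was read after 48 or 72 hr of compound exposure at 37 degree Celsius. Cells were HEK 293 plated at 250 cells/well.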
SNCA expr inhib = reduces expression of the alpha-synuclein gene | HEK-293 SNCA-luciferase knock-in, luminescence, 24 h | 140,000 tested, 0.17% active | Potency, µM (series often up to 57.2 µM), for inactives: at the highest dose activity change, negative = inhibition, hits mostly inhibitors;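 also: potency is read from the fitted curve at half-maximal effect; plate controls were DMSO cells for no effect and cell-free wells for full effect; nearly all actives have a fitted effect of over 45% in size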
3T3 cytotox = NIH 3T3 cell cytotoxicity; NIH 3T3 viability, CellTiter-Glo ATP luminescence, 48-72 h; Potency, µM (highest dose often 96.7 µM), without a hit: at the highest dose activity change, negative = cytotoxicity, actives largely listed as inhibitors; 94,000 tested, 4.3% active; also: potency is read from the fitted curve at half-maximal effect; nearly all actives have a fitted effect of over 55% in size
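Mouse fibroblast NIH 3T3 cells, 400 per well, received compound via pintool and were incubated for 48 or 72 hr prior to CellTiter-Glo ATP luminescence measurement.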
GPT2 inhibitor = blocks human glutamate pyruvate transaminase 2 | AID 1671188 | Q8TD30 | 100,000 tested, 0.25% active | Recombinant GPT2, coupled pyruvate oxidase/HRP Amplex Red fluorescence | Potency, µM (top dose mostly 57.7 µM), without a hit: top-dose activity change, negative = inhibition, actives largely listed as inhibitors; also: potency is read from the fitted curve at half-maximal effect; nearly all actives have a fitted effect of over 60% in size; many of its hits are not listed in these tables
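Fluorescence of coupled pyruvate oxidase/HRP/Amplex Red system (50uM Amplex, 30 min, dark) reports pyruvate formed by GPT2. Enzyme reaction: 10ng/uL GPT2, 2mM L-alanine, 250uM a-KG, 30 min room temperature, pH 7.5; 50uM AOA control.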
SNCA viab count = reduces viability of HEK-293 SNCA reporter cells | 150,000 tested, 0.12% active | Potency, µM (doses to about 57.1 µM), inactives show top-dose activity change, negative = cytotoxicity, hits mostly cytotoxic | HEK-293-SNCA-luc viability, GF-AFC fluorescence, 24 h;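 also: potency is read from the fitted curve at half-maximal effect; 0% = DMSO-treated cells and -100% = medium-only wells without cells; nearly all actives have a fitted effect of over 30% in size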
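HEK-293-SNCA-luc cells (1500/well) plated 24 h, then exposed 24 h to a dilution series; GF-AFC added 30 min at 37C, fluorescence 405/540 nm; normalised to medium-only and DMSO wells, Hill fit.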
IP6K1 inh = inhibitors of human IP6K1; activity change, % (series mostly up to about 58 µM); 140,000 tested, 0.81% active; AID 1645851; Q92551; IP6K1 kinase, ADP-Glo luminescence, 2 h; active compounds read low; in the data active = activity change below about -25%
Target sequence (Q92551 whole entry, looked up): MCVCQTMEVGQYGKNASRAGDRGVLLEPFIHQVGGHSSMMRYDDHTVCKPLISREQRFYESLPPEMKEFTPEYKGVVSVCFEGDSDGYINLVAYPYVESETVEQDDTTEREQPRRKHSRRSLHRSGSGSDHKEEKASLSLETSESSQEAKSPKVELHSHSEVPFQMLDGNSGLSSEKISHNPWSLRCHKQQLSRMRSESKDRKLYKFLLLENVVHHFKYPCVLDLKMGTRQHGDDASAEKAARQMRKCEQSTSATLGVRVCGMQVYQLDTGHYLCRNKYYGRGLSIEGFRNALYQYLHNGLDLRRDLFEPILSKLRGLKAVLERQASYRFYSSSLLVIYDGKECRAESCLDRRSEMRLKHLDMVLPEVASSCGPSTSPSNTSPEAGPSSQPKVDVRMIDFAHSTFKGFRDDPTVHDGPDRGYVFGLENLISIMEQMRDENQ
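ADP-Glo luminescence measures ADP made by human IP6K1 during a 2 h RT reaction with ATP/IP6 (mix at 1.3 mM/130 uM); top library doses 57.5 and 19.1 uM final.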
The depositor's hits bear a star; i = inactive; ? = inconclusive; . = no result given; [ ] = remark or other dose. Unless noted, calls follow the shape of the dose curve; as a rule, active = well fitted curve in the direction sought with a large enough effect; inconclusive = small, poorly fitted or top-dose-only effect, or another doubt; inactive = no such curve, though single readings can be large; an effect the other way counts as inactive or inconclusive. Unless noted, % is scaled to controls: 0 for no effect and ±100 for the full control effect. Only part of the results is shown; rates above refer to the full screens.

Each structure is followed by: SNCA viab count	HEK293 tox	3T3 cytotox	Luciferase inh	IP6K1 inh	SNCA expr inhib	GPT2 inhibitor
Cc1ccc(C(=O)N2CCCCCNC(=O)[C@@H]3CCCC[C@@H]32)cn1
 : -1%	i	-1%	3%	-8	-20%	i
Cc1ccc(C)c(NC(=O)Cn2c(=O)oc3cc(S(=O)(=O)NCc4ccccc4)ccc32)c1
 : 13%	.	.	.	14	17%	.
Cc1ccccc1CCN1CCCC(CN(C)C(=O)c2cc3ccccc3[nH]2)C1 (configuration not stated)
 : -9%	22µM*	?	13%	-1	37%	5%
CCN(CC)CCn1c(-c2ccccc2)csc1=Nc1ccccc1
 : -10%	.	.	.	-20	?	.
CN(C)[C@@H]1CN(Cc2ccc(C#N)cc2)C[C@H]1CO
 : 8%	4%	i	-7%	-1	-12%	i
CN1CCc2nc(N3CCN(C(=O)CCC4CCCC4)CC3)sc2C1
 : 11%	?	-14%	?	-3	83%[activator]	-23%
O=C1NCc2ccccc2CC12CCCN(CC1CCCCC1)C2 (configuration not stated)
 : 4%	-15%	-6%	.	5	-6%	i
Cc1noc(CN2CCCn3nc(C(O)C4CCC4)cc3C2)n1 (configuration not stated)
 : -6%	i	-9%	0%	-14	-7%	-3%
O=C1c2cnc(-c3ccc(O)c(F)c3)nc2OCCN1c1ccccc1
 : -5%[87.6 µM]	45µM*	8.9µM*	?	-22	-78%[87.6 µM]	4%[88.5 µM]
CCC(C)(C)NC(=O)C(NS(=O)(=O)c1cccs1)c1ccccc1 (configuration not stated)
 : 3%	.	.	.	4	2%	.
C=C1C(=CC=C2CCC[C@]3(C)[C@@H]([C@H](C)CCCC(C)(C)O)CC[C@@H]23)C[C@@H](O)C[C@@H]1O
 : -17%	.	.	.	.	-20%	i
CCn1ncnc1C(C)NC(=O)c1cn(CCN2CCNCC2)nn1 (configuration not stated)
 : 2%	i	-2%	7%	-11	-16%	3%
CN(Cc1ccccc1)C(=O)Cc1ccc(N(Cc2ccccc2)C(=O)c2ccco2)cc1
 : -7%	?	?	-4%	-21	-19%	i
COCCNC(=O)CCn1nc(-c2ccc(Cl)cc2)c2ccccc2c1=O
 : 0%	.	.	.	-12	10%	.
COc1ccc(-c2ccc3c(c2)C(=O)N2CC[C@H](NC(=O)NC(C)C)[C@H]2C(=O)N3)c(OC)c1
 : 4%	i	-26%	?	0	4%	-17%

Each structure is followed by: SNCA viab count	HEK293 tox	3T3 cytotox	Luciferase inh	IP6K1 inh	SNCA expr inhib	GPT2 inhibitor
COc1ccccc1-c1cc(C(=O)N(C)Cc2ccccc2)c2cnn(C)c2n1
 : .	?	?	.	1	.	.
Cc1cc(=O)n(CC(=O)Nc2ccc(C)c(Cl)c2)c(N2CCc3ccccc3C2)n1
 : 5%	?	?	-3%	19	17%	1%
CCCOc1ccccc1C1C(C(=O)Nc2ccccc2)=C(C)Nc2nnnn21 (configuration not stated)
 : -16%	.	.	.	-17	?	.
COc1ccc(NC(=O)Cn2cc(S(=O)(=O)N3CCC(C)CC3)c3ccccc3c2=O)cc1Cl
 : -6%	.	.	.	-8	5%	.
c1cc(-c2cnn(CCN3CCOCC3)c2)ccc1OCCN1CCCC1
 : -4%	-28%	-4%	-6%	12	-12%	1%
C=CCOc1c(OC)ccc2c1CN(Cc1ccccc1)C(=O)CCN2CC(C)O (configuration not stated)
 : .	-27%	?	.	9	.	.
COc1cc(NC(=O)CSc2nc3nc(C)c(Cc4ccccc4)c(C)n3n2)cc(OC)c1OC
 : 8%	.	.	.	13	2%	.
CC1CCc2nc(NC(=O)Cc3ccc(Cl)cc3)sc2C1 (configuration not stated)
 : -3%	.	.	.	-16	112%[activator]	.
COCCNC(=O)CSc1nc2cc3c(cc2c(=O)n1CCCCCC(=O)NCc1ccc(OC)cc1)OCO3
 : 4%	.	.	.	51	14%	.
N#CC1CCN(C(=O)C2CCN(c3nccc(Nc4ccccc4Cl)n3)CC2)CC1
 : -5%	?	?	.	-1	-12%	i
Cc1ccc(NC(=O)Cn2c(=O)n(Cc3ccco3)c(=O)c3sc4ccccc4c32)c(C)c1
 : -12%	.	.	.	-3	2%	.
Cc1ccc2occ(CC(=O)N(Cc3ccc(N(C)C)cc3)C3CCS(=O)(=O)C3)c2c1 (configuration not stated)
 : -6%	.	.	.	-15	-2%	.
CCN1C(=O)C=CC1=O
 : 1%	.	.	.	.	-8%	3%
COc1cc(=O)n2c(c1C(=O)N1CCN(c3ccccc3C)CC1)CCCC2
 : 4%	3%	-2%	6%	-6	?	i
O=C(NCc1ccncc1)C1CN(C(=O)c2ccc(F)cc2)CC12CCOCC2 (configuration not stated)
 : 0%	1%	-12%	1%	25	10%	-3%

Each structure is followed by: SNCA viab count	HEK293 tox	3T3 cytotox	Luciferase inh	IP6K1 inh	SNCA expr inhib	GPT2 inhibitor
CN(C)Cc1cc(C[C@@H]2C[C@H](NC(=O)Nc3ccccc3)C2(C)C)no1
 : 3%[87.6 µM]	-13%[172 µM]	-21%[138 µM]	-2%[172 µM]	-3	-18%[87.6 µM]	i
CCCc1ccc(CN2CCCC(CCOC)(C(=O)O)C2)o1 (configuration not stated)
 : 7%	i	i	2%	-5	7%	i
CS(=O)(=O)c1ccccc1-c1nnc(NC(=O)c2ccc3c(c2)OCCO3)o1
 : -11%	.	.	.	6	-15%	.
O=C(Cc1c[nH]c2ncc(-c3cccc(CO)c3)cc12)N1CCOCC1
 : 1%[87.6 µM]	?	?	13%[172 µM]	-13	6%[87.6 µM]	-25%[88.5 µM]
CN1CCC(N2CC[C@H](c3nnc(-c4cccnc4)o3)C2)CC1
 : 3%[87.6 µM]	5%[172 µM]	i	2%[172 µM]	4	13%[87.6 µM]	2%[88.5 µM]
CN1CC(c2ccccc2)CC2(CCN(C(=O)CCN3CCCC3=O)CC2)C1 (configuration not stated)
 : -7%	2%	-11%	?	1	80%[activator]	5%
COC[C@H]1C[C@@H](NC(=O)c2c(-c3ccccc3)noc2C)[C@H](O)[C@@H]1O
 : 1%[87.6 µM]	1%[172 µM]	-18%[138 µM]	-12%[172 µM]	7	-10%[87.6 µM]	?
Cc1coc2ccccc2c1=O
 : -4%[23.9 µM]	.	.	.	5	-53%[25.6 µM]	-6%
CC1CCN(C(=O)Cn2ccn3nc(-c4ccc(F)cc4)c(CO)c3c2=O)CC1
 : -15%	?	-16%	0%	2	9%	i
CS(=O)(=O)N1CCC(C2CCN(C(=O)Cc3cccs3)C2)CC1 (configuration not stated)
 : 0%[12.5 µM]	-8%	-10%	-1%	-2	-16%	3%
COc1ccc(CN2CCc3nc(C(=O)NCc4cccc(F)c4)oc3CC2)cc1
 : -7%[87.6 µM]	?	?	-3%[172 µM]	8	-5%[87.6 µM]	-5%[88.5 µM]
Cc1ccccc1N1Cc2c(ncnc2N2CCC(O)CC2)N(C)CC1=O
 : 2%	-22%	-15%	-11%	-8	14%	-6%
CC(=O)N1CCCc2cc(S(=O)(=O)N3CCN(c4ccccc4F)CC3)ccc21
 : 5%	.	.	.	-7	1%	.
c1ccc(CN2CCNc3cnc(-c4ccc(N5CCOCC5)cc4)cc3C2)cc1
 : ?	50µM*	?	20µM*	0	?	1%[88.5 µM]
COc1ccc(N(C)C(=O)c2ccc3c(c2)N(S(C)(=O)=O)CC3)cc1
 : -5%	-19%	-11%	?	-1	42%[activator]	i

Each structure is followed by: SNCA viab count	HEK293 tox	3T3 cytotox	Luciferase inh	IP6K1 inh	SNCA expr inhib	GPT2 inhibitor
COc1cccc2c1OCCCN(C(=O)c1cn(C/C=C/c3ccccc3)nn1)C2
 : 5%	?	-37%	-1%	4	?	i
COc1ccccc1NC(=O)c1oc2ccccc2c1NC(=O)c1ccccc1C(F)(F)F
 : -14%	.	.	.	15	14%	.
Cn1ncc(N2CCCC(CC(=O)NCCc3cccnc3)C2)cc1=O (configuration not stated)
 : -4%	-5%	i	11%	5	1%	-2%
O=C(C1CCCN1C(=O)c1ccccc1F)N1CCC(N2Cc3ccccc3C2=O)CC1 (configuration not stated)
 : -3%	i	-8%	.	-5	-20%	i
O=C(Cc1ccccc1F)NCCC1CCN(C(=O)Nc2cc(F)ccc2F)CC1
 : -4%	?	-17%	2%	-5	-11%	i
COc1ccccc1NC(=O)Cn1nc2n(c1=O)CCCCC2
 : -8%	-1%	3%	-3%	20	-14%	-1%
COc1ccc(CN2CC(c3ncc4c(-c5ccccc5)nccn34)C2)cc1O
 : -12%[87.6 µM]	?	89µM*	-6%[172 µM]	-4	0%[87.6 µM]	0%[88.5 µM]
COc1ccc(-c2noc([C@@H]3C[C@@H](O)CN3C3CCCCC3)n2)cc1
 : -28%[87.6 µM]	?	?	71µM*	9	64%[activator][87.6 µM]	?
O=C(C[C@@H]1CCNC[C@@H]1Cc1cc(-c2ccc(F)cc2)on1)NCc1ccccc1
 : 1%[87.6 µM]	100µM*	112µM*	1%[172 µM]	2	-2%[87.6 µM]	-3%[88.5 µM]
Cc1nnc(N2CCN(c3ccccc3F)CC2)c2c1nnn2Cc1ccccc1Cl
 : 2%	.	.	.	5	39%[activator]	.
CCc1ccc(NC(=O)CN2C(=O)C(c3ccc(C)cc3)=NC23CCCCC3)cc1
 : 0%	.	.	.	5	-30%	.
C=C1CO[C@@]2(O[C@H]3CC4C5CC=C6C[C@@H](O)C[C@@H](O[C@@H]7OC[C@H](O)[C@H](O[C@@H]8OC[C@@H](O)[C@H](O)[C@H]8O)[C@H]7O[C@@H]7O[C@@H](C)[C@H](OC(C)=O)[C@@H](OC(C)=O)[C@H]7OC(C)=O)[C@]6(C)C5CC[C@]4(C)[C@@H]3[C@@H]2C)[C@@H](O)[C@H]1OC1OC(C)C(O)C(O)C1O (some centres not stated)
 : -21%[12.5 µM]	.	.	.	23	.	-2%[11.5 µM]
CCCS(=O)(=O)N1CCC(C2CCNC2)CC1 (configuration not stated)
 : -4%[12.5 µM]	1%	i	-2%	0	10%	i
O=S(=O)(NCC(c1ccco1)N1CCN(c2ccc(F)cc2)CC1)c1cc(F)ccc1F (configuration not stated)
 : ?	.	.	.	-16	?	.

Profiles, quoted from the list:
O=S(=O)(NCC(c1ccco1)N1CCN(c2ccc(F)cc2)CC1)c1cc(F)ccc1F (configuration not stated) is listed with SNCA viab count = ?; HEK293 tox = .; 3T3 cytotox = .; Luciferase inh = .; IP6K1 inh = -16; SNCA expr inhib = ?; GPT2 inhibitor = .
CCCS(=O)(=O)N1CCC(C2CCNC2)CC1 (configuration not stated) is listed with SNCA viab count = -4%[12.5 µM]; HEK293 tox = 1%; 3T3 cytotox = i; Luciferase inh = -2%; IP6K1 inh = 0; SNCA expr inhib = 10%; GPT2 inhibitor = i
